From PubChem
JMJD2A Tudor: blocks the human JMJD2A Tudor domain | O75164 | AlphaScreen JMJD2A-Tudor / H3K4me3 peptide binding | Potency, µM (highest dose often 114 µM), inactives show at the highest dose activity change, negative = inhibition, actives largely listed as inhibitors | 4.4% of 390,000 active | AID 504339; further: on the % scale 0 is the no-effect control and ±100 the full control effect; nearly all actives have a fitted effect of over 50% in size
Pol eta inh: blocks human DNA polymerase eta activity | Q9Y253 | recombinant Pol eta, fluorescent DNA replication assay | Potency, µM (series often up to 114 µM), inactives show at the highest dose activity change, negative = inhibition, hits mostly inhibitors | 1.2% of 390,000 active; further: on the % scale 0 is the no-effect control and ±100 the full control effect
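Fluorescent replication assay: 50 nM final substrate added after a 15 min room-temperature compound preincubation with 10 nM enzyme. Signal taken at 0 min and again at 10 min.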
Pol iota inh: blocks human DNA polymerase iota activity. Q9UNA4. Pol iota fluorescent replication assay, 10 min. Potency, µM (highest dose often 115 µM), for the others: at the highest dose activity, negative = inhibition, most hits filed as inhibitors. 1% of 390,000 active
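Fluorescent replication assay read twice, at 0 min and 10 min after adding 50 nM (final) substrate. Enzyme (10 nM) and compounds were first incubated 15 min at room temperature; enzyme-free buffer wells were negative controls.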
Pol beta inh: blocks human DNA polymerase beta activity; 1.3% of 340,000 active; Pol beta primer extension/strand displacement, fluorescence kinetic; AID 485314; Potency, µM (highest dose often 114 µM), for the others: top-dose activity change, negative = inhibition, actives largely listed as inhibitors; P06746; further: on the % scale 0 is the no-effect control and ±100 the full control effect
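10 nM enzyme + cpd, 15 min RT; start with substrate 50 nM final; read 0 min and after 10 min RT. Corrected, normalized data; 4-parameter Hill curve fit.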
APEX1 inh: inhibitors of human APE1 endonuclease; AID 2517; Potency, µM (titrated, usually from 65.8 µM), without a hit: at the highest dose activity change, negative = inhibition, actives largely listed as inhibitors; recombinant APE1, TAMRA/BHQ-2 abasic DNA cleavage fluorescence; 0.35% of 350,000 active;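 further: plate controls were vehicle for no effect and reference inhibitor for full effect; nearly all actives have a fitted effect of over 55% in size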
Target sequence (P27695 whole entry, looked up): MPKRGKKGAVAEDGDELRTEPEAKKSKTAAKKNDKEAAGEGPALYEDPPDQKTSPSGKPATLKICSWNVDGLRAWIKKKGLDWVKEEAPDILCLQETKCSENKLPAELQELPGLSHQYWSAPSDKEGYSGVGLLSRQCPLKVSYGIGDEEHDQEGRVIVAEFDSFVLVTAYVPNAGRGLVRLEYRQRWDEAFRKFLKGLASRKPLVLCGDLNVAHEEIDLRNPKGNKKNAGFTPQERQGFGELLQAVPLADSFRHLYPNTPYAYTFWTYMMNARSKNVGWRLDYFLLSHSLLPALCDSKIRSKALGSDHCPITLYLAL
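Endonuclease cleavage of a quenched abasic-site DNA duplex (50 nM) by APE1 (0.75 nM) was tracked by TAMRA dequenching. Compounds were preincubated with enzyme 15 min at room temperature; data normalized to buffer-only and DMSO wells plus NSC13755 control.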
BAZ2B block: blocks human BAZ2B | Q9UIF8 | 4.4% of 360,000 active | AlphaScreen BAZ2B-H3K14Ac peptide displacement | AID 504333 | Potency, µM (series often up to 114 µM), for inactives: at the highest dose activity change, negative = inhibition, hits mostly inhibitors; further: on the % scale 0 is the no-effect control and ±100 the full control effect; nearly all actives have a fitted effect of over 60% in size
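In this displacement format the biotinylated H3(5-23) peptide acetylated at Lys14 serves as ligand at 50 nM, with BAZ2B at 50 nM in PBS pH 7.4 containing 0.01% Tween-20. Donor and acceptor beads are 10 ug/mL final.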
Pol kappa inh: inhibitors of human DNA polymerase kappa | AID 588579 | Potency, µM (titrated, usually from 107 µM), for the others: top-dose activity, negative = inhibition, usual class: inhibitors | Q9UBT6 | purified Pol kappa, fluorescent DNA synthesis assay, 10 min | 0.53% of 400,000 active; further: on the % scale 0 is the no-effect control and ±100 the full control effect
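Enzyme at 10 nM met test compounds for 15 min at room temperature. Substrate addition (50 nM final) began the reaction, which was monitored by fluorescence at 0 and 10 min.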
G9a inh: G9a (human) methyltransferase inhibition; 8.8% of 350,000 active; Potency, µM (highest dose often 102 µM), without a hit: at the top dose activity, negative = inhibition, usual class: inhibitors; G9a H3K9 monomethylation, AlphaScreen, 2 h; Q96KQ7; further: on the % scale 0 is the no-effect control and ±100 the full control effect; nearly all actives have a fitted effect of over 75% in size
Target sequence (Q96KQ7 913-1193 limits assumed): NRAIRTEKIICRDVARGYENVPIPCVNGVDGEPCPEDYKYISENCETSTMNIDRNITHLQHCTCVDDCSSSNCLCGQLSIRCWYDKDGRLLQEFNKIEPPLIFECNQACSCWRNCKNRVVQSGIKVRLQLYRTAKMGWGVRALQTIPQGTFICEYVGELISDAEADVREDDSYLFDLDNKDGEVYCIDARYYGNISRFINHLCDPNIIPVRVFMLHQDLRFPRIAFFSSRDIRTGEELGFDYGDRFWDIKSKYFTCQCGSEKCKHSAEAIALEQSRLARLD
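Quantitative HTS format: methyltransferase activity on a biotin-tagged H3K9 peptide is measured by AlphaScreen, using a rabbit anti-monomethyl-H3K9 antibody with streptavidin donor and anti-IgG acceptor beads. Final levels are 20 nM enzyme, 500 nM peptide, 20 uM SAM; 2 h RT.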
BLM inh: Bloom syndrome helicase (human) inhibition. 0.2% of 350,000 active. Potency, µM (titrated, usually from 56.1 µM), for the others: top-dose activity change, negative = inhibition, usual class: inhibitors. recombinant BLM DNA unwinding, fluorescence dequenching. P54132;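 further: plate controls were vehicle for no effect and no enzyme for full effect; nearly all actives have a fitted effect of over 35% in size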
Starred values were filed as active, the others as inactive; ? = inconclusive; . = no result given; [ ] = another dose, or the depositor's remark. The call rests on the fitted dose curve; in most records, active means well fitted curve in the direction sought with a large enough effect; inconclusive means small, poorly fitted or top-dose-only effect, or another doubt; inactive means no such curve, though single readings can be large; an effect the other way counts as inactive or inconclusive. Potency means the concentration at half of the fitted maximal effect.

SMILES	JMJD2A Tudor	Pol eta inh	Pol iota inh	Pol beta inh	APEX1 inh	BAZ2B block	Pol kappa inh	G9a inh	BLM inh
CCOC(=O)C1(CC2CC2)CCN(Cc2cn(C)c3ccccc23)CC1	-23%	-23%	54%[activator]	-1%	1%	-35%	4%	4%	23%
Cc1nc(N2CCOCC2)c2c(C(=O)N3CCN(c4cccc(C)c4C)CC3)c(C)oc2n1	-21%	-19%	19%	1%	.	1%[57.1 µM]	0%	-26%[59 µM]	2%
CCOc1ccccc1NC(=O)CSc1nnc2ccc(-c3cccnc3)nn12	-5%	-8%	-16%	17%	-2%	-15%	-14%	5%	-3%
COc1ccc(OC)c(NC(=O)c2ccc3c(c2)CCN3S(C)(=O)=O)c1	-25%	-5%	6%	34%	12%	?	0%	14%	-3%
CCOC(=O)N1CCN(C(=O)c2ccc(Cl)c(S(=O)(=O)N3CCCC3)c2)CC1	-11%	1%	16%	20%	25%	-1%	-14%	22%	1%
CCOc1ccc(OCC)c(NC(=O)CN(C)S(=O)(=O)c2cnc[nH]2)c1	-3%	-16%	13%	12%	-3%	4%	-6%	54%[activator][12.7 µM]	1%
O=S(=O)(NCc1ccccc1)c1ccccc1NCc1ccc(Cl)cc1	14%	-16%	-23%	.	-18%	.	0%	.	.
CCOc1ccc(NC(=O)CN(Cc2ccccc2)S(=O)(=O)c2ccc(Cl)cc2)cc1	-11%	-5%	13%	-2%	.	-20%	-20%	-34%[59 µM]	-4%
O=C(Nc1ccc(CN2CCOCC2)cc1)c1ccc(N2CCCC2)c([N+](=O)[O-])c1	?	-5%	92%[activator]	17%	1%	?	0%	?	-7%
O=c1c2c3c(sc2nc2n1CCC2)CCCC3	-3%	-18%	-9%	-8%	-5%	-9%	12%	?	-2%
Cc1ccc(NS(=O)(=O)c2cccs2)cc1S(=O)(=O)N1CCCCCC1	-12%	-8%	-28%	2%	-4%	.	-3%	5%	-4%
COc1cc(S(=O)(=O)NCC2CCCO2)ccc1Br (stereo unspecified)	-4%	-6%	0%	4%	4%	-5%	-20%	-1%[59 µM]	-1%
CCN(CC)S(=O)(=O)c1ccc(N2CCOCC2)c(NC(=O)Cc2ccccc2F)c1	-8%	-4%	395%[activator]	20%	15%	12%	-17%	24%[59 µM]	4%
CCN1CCN(c2cc(C)c3cc(NC(=O)c4cccc(C(F)(F)F)c4)ccc3n2)CC1	-11%	-13%	26%	14%	.	-2%	4%	-5%[59 µM]	-4%
CCS(=O)(=O)N1CCC(C(=O)Nc2cccc(F)c2)CC1	4%	-19%	25%	45%	16%	3%	-1%	1%	-2%

Structural class, the compounds so far with a thiophene ring, fused or not.
SMILES	JMJD2A Tudor	Pol eta inh	Pol iota inh	Pol beta inh	APEX1 inh	BAZ2B block	Pol kappa inh	G9a inh	BLM inh
O=c1c2c3c(sc2nc2n1CCC2)CCCC3	-3%	-18%	-9%	-8%	-5%	-9%	12%	?	-2%
Cc1ccc(NS(=O)(=O)c2cccs2)cc1S(=O)(=O)N1CCCCCC1	-12%	-8%	-28%	2%	-4%	.	-3%	5%	-4%

Going on with the list.
SMILES	JMJD2A Tudor	Pol eta inh	Pol iota inh	Pol beta inh	APEX1 inh	BAZ2B block	Pol kappa inh	G9a inh	BLM inh
CSc1nc2nc3c(c(=O)n2[nH]1)CN(Cc1ccccc1)CC3	-6%	4%	4%	10%	-1%	2%	-17%	.	1%
Fc1ccc(NC(=S)N2CCCC2)cc1Cl	-7%	-18%	0%	0%	8%	3%	-7%	15%	5%
OCCC1CN(CC#Cc2ccccc2)CCN1C1CCCC1 (stereo unspecified)	-13%	-11%	-15%	2%	0%	-15%	-3%	-11%	-5%
C=CC[C@@H](CC(=O)OC(C)(C)C)C(=O)OC[C@@H]1CCCN1C(=O)[C@@H](CC=C)CC(=O)N[C@H](CO)Cc1ccccc1	-4%	-14%	36%	.	19%	.	11%	.	.
COCc1ccc(CN2CCC(N3CCC(C(=O)N4CCCC4)CC3)CC2)o1	5%	-7%	-2%	52%	-21%	2%	3%	.	0%
CCN(CC)C(=O)c1ccc(Cn2cc([N+](=O)[O-])cn2)o1	-15%	-8%	-4%	0%	-2%	1%	9%	?	-3%
Cc1ccc([N+](=O)[O-])c(C(=O)N/N=C/c2cccs2)c1	-9%	-17%	30%[activator]	?	1%	-7%	1%	-6%	-7%
CCCCn1c(=O)[nH]c(=O)c2c1nc(-c1cc(Br)ccc1OC)n2C	-13%	-12%	68%[activator]	3%	0%	-1%	-2%	18%	-3%
COC(c1ccccc1)c1nnc(CCC(=O)N(C)Cc2cccc(-n3cccn3)c2)o1 (stereo unspecified)	-7%[11.4 µM]	?	31%[activator]	0%	6%	3%	-12%	14%	-5%
Cc1cccc(C)c1N1CCN(S(=O)(=O)c2ccccc2)CC1	-9%	-3%	12%	32%	12%	-9%	0%	-18%	-4%
COc1ccc(N(CC(=O)Nc2cccc(F)c2)S(=O)(=O)c2c(C)[nH]c(=O)[nH]c2=O)cc1	-6%	-4%	-22%	34%	22%	-25%	5%	?	-1%
CCC(C)OC(=O)C[N+](C)(C)CCOC1CC2CCC1(C)C2(C)C (stereo unspecified)	3%	-24%	13%	21%	1%	-5%	4%	.	3%
O=C(NCCc1ccccc1)c1ccc2c(c1)N(Cc1ccc(F)cc1)C(=O)CS2	-12%	-15%	?	58%	.	3%	-10%[60.1 µM]	-13%[59 µM]	-8%
CCOC(=O)C(=CNc1ccc(NC2=NCC(C)S2)cc1)C(=O)OCC (stereo unspecified)	-14%	-9%	22%	-1%	-5%	0%	-7%	5%[59 µM]	-1%
Cc1cc(C)n2nc(SCC(=O)N3CCC(C)CC3)nc2n1	-7%	-12%	79%[activator]	.	40%	.	-1%	.	.

Entries of single compounds, quoted from the list. Order of values: JMJD2A Tudor | Pol eta inh | Pol iota inh | Pol beta inh | APEX1 inh | BAZ2B block | Pol kappa inh | G9a inh | BLM inh
Fc1ccc(NC(=S)N2CCCC2)cc1Cl as listed: -7% | -18% | 0% | 0% | 8% | 3% | -7% | 15% | 5%
COC(c1ccccc1)c1nnc(CCC(=O)N(C)Cc2cccc(-n3cccn3)c2)o1 (stereo unspecified) as listed: -7%[11.4 µM] | ? | 31%[activator] | 0% | 6% | 3% | -12% | 14% | -5%
CCN(CC)C(=O)c1ccc(Cn2cc([N+](=O)[O-])cn2)o1 as listed: -15% | -8% | -4% | 0% | -2% | 1% | 9% | ? | -3%

Carrying on:
SMILES	JMJD2A Tudor	Pol eta inh	Pol iota inh	Pol beta inh	APEX1 inh	BAZ2B block	Pol kappa inh	G9a inh	BLM inh
COc1ccccc1C(=O)Nc1ccc(S(=O)(=O)N2CCC(C)CC2)cc1	-13%	-25%	87%[activator]	3%	7%	0%	-3%	21%	-7%
CC1CCN(C(=O)Cc2nn(C)c(=O)c3ccccc23)CC1	-1%	-11%	5%	1%	-5%	-29%	-11%	11%[12.7 µM]	-3%
Cc1cc(C)cc(-n2ccnc2SCC(=O)Nc2nnc(C)s2)c1	-19%	4%	1%	13%	.	-22%	-3%[60.1 µM]	-16%[59 µM]	0%
Cc1ccc(NC(=O)Cn2c(=O)n(CCc3ccccc3)c(=O)c3c4c(sc32)CCCC4)c(C)c1	-12%	-17%	21%	-1%	.	4%	-22%	-4%[59 µM]	-3%
COc1ccc(/C(C)=C2\SC(=S)N(CCC(=O)O)C2=O)cc1	?	-12%	37%[activator]	29%	-2%	?	-19%	?	-11%
COC(=O)c1ccccc1NC(=O)c1cc2nc(-c3ccccc3)cc(-c3ccccc3)n2n1	9%	1%	13%	30%	.	3%	5%	7%[59 µM]	-3%
C=CC[C@H](CC(=O)N(CCO)Cc1ccccc1)C(=O)NC[C@H](OC(=O)[C@@H](CC=C)Cc1ccc(F)cc1)c1ccccc1	-31%	-17%	-1%	.	-11%	.	-22%	.	.
COc1cccc(C(=O)NC(=NCCc2c[nH]c3ccc(OC)cc23)Nc2nc(C)cc(C)n2)c1	?	-4%	-9%	8%	.	?	1%	-43%[59 µM]	-4%
COc1ccc(C(=O)CCN2CCC(C)CC2)cc1	2%	-11%	5%	-28%	13%	-2%	10%	16µM*	0%
CCOc1ccc(NC(=O)COC(=O)CCN2C(=O)C3CC=CCC3C2=O)cc1OCC (stereo unspecified)	?	-22%	25%	.	-9%	?	4%	4µM*	.
COc1ccc(CSc2nc(O)cc(=O)n2CC(C)C)cc1F	-3%	-17%	90%[activator]	16%	6%	-17%	6%	3%	-3%
Cc1onc(-c2ccccc2Cl)c1C(=O)NCc1nc(-c2ccccc2)no1	-6%	-18%	-9%	21%	10%	5%	-20%	?	-6%
COc1cccc(N(C(=O)c2ccco2)C(C(=O)NC2CCCC2)c2ccc(N3CCOCC3)cc2)c1 (stereo unspecified)	-22%	-5%	-1%	35%	-12%	-25%	-19%	-12%	-2%
CC1=CC(C)(C)NC(=S)N1c1ccc(C)cc1	-11%	-13%	1%	13%	0%	-2%	-2%	-9%[59 µM]	-6%
CC1(C)OC2CC3C4CC(F)C5=CC(=O)C=CC5(C)C4C(O)CC3(C)[C@]2(C(=O)CO)O1 (stereo partly specified)	.	.	.	.	26%	.	-8%[60.1 µM]	-1%[2.33 µM]	-13%
O=C(NNC(=O)c1ccccc1F)C1=NN(c2ccccc2)C(=O)CC1	-12%	-16%	27%	-15%	15%	10%	0%	-4%[12.7 µM]	-2%

These rows are one share of the data, so the mix of outcomes need not match the whole.
